# Source: PubChem (several laboratories)
# HePTP inh – human HePTP phosphatase inhibition. inhibition, % at 20 µM. recombinant HePTP phosphatase activity, OD absorbance. AID 521. 0.64% of 110,000 active. P35236; in the data active = inhibition above about 50%;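 also: plate controls were vehicle for no effect and reference inhibitor for full effect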
# BAP1 inh – inhibitors of human BAP1 deubiquitinase | activity remaining (% of control), % at 20 µM | Q92560 | recombinant BAP1, Ub-AMC hydrolysis fluorescence kinetic; active compounds read low | 0.48% of 72,000 active;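 active = activity remaining at or below 50% of control, provided the compound also passes the data quality filters; inactive = the rest, including low values that fail the filters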;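 also: 100% = DMSO wells rate and 0% = substrate alone blank rate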
# Target sequence (Q92560 whole entry, looked up): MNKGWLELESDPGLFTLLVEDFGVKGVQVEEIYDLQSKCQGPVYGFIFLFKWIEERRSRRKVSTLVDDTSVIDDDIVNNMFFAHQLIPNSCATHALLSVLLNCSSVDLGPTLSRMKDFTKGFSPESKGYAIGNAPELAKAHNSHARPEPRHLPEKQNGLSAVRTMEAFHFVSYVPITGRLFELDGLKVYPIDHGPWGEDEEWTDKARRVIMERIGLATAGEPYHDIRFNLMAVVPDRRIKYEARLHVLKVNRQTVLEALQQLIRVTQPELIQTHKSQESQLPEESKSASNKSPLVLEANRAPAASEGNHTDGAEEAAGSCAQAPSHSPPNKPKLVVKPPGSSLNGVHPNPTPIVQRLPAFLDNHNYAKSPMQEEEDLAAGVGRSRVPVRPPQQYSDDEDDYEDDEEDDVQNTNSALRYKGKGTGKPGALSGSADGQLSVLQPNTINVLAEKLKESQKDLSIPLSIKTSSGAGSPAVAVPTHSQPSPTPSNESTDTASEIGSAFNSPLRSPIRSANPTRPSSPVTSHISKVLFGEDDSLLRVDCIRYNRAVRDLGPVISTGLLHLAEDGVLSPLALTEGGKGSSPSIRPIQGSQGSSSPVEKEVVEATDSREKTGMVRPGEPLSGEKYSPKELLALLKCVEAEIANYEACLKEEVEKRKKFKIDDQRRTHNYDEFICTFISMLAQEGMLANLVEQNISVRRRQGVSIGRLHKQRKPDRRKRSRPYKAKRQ
# * marks the source's active call; other numbers are inactive results; . = no result given; & = joins results of further samples.
# Below each compound – HePTP inh	BAP1 inh
1) Cc1cnc(C(=O)Nc2ccc(N3CCOCC3)cc2)cn1
→ 7.9	93.4
2) CCCN(CCC)c1ccc(/C=C2\SC(=S)NC2=O)cc1
→ 3.2	.
3) Cc1nn(Cc2ccccc2)c(N)c1C#N
→ 3.6	94.3
4) O=C(/C=C\c1ccccc1)Nc1cccc(NC(=O)c2ccco2)c1
→ -16.6	.
5) CCc1ccc(N2CC34C=CC(O3)C(C(=O)OC)C4C2=O)cc1 (configuration not stated)
→ 9.9	83.0
6) Cc1cccc(N2C(=O)NC(=O)/C(=C/c3cc4c(cc3Br)OCO4)C2=O)c1
→ 0.0	.
7) COc1ccc(CCN(C(=O)CCC(=O)O)C2CC(=O)N(c3ccc(Cl)cc3)C2=O)cc1 (configuration not stated)
→ -3.0	.
8) COc1ccc2[nH]c(C)c(CCC(C)=O)c(=S)c2c1
→ 6.3	.
9) CCCCCCc1ccc(OCC(=O)O)cc1OCC(=O)O
→ 14.9	90.2
10) O=C(NCCN1CCCCC1)/C(=N\O)c1ccccc1
→ 3.6	159.8
11) COc1ccc(S(=O)(=O)N(C)CC(=O)Nc2ccc3c(c2)OCO3)cc1OC
→ 4.0	104.9
12) COc1ccc(CCNC(=O)c2nn(C)cc2Cl)cc1
→ 3.1	106.5
13) COC(=O)c1cccc(NC(=O)c2cc[n+]([O-])cc2)c1
→ 2.8	.
14) COCCOC(=O)C1=C(C)N=c2s/c(=C\c3ccccc3Cl)c(=O)n2C1c1ccc(OC)cc1 (configuration not stated)
→ 5.7	.
15) O=C(CSc1nnc(-c2cccnc2)n1Cc1ccco1)c1ccc(Cl)cc1
→ -3.1	80.8
16) COC(=O)c1cc(NC(=O)/C=C/c2ccc(Cl)cc2)cc(C(=O)OC)c1
→ -3.7	.
17) COc1cc(/C=C2\Sc3ccccc3C2=O)ccc1OCC#N
→ 6.0	.
18) CN1CCN(/N=C/c2ccc([N+](=O)[O-])s2)CC1
→ 6.8	.
19) Cc1ccc(OCC(=O)N(C)c2ccccc2)c(C)c1
→ 4.6	.
20) CCn1c2ccccc2c2nnc(SCC(=O)Nc3cc(C)on3)nc21
→ 9.1	79.5
21) Cc1c(Cl)cccc1-c1ccc(C(=O)Nc2cccc(Cl)c2Cl)o1
→ 13.2	.
22) CCOc1ccc(C(=O)CCNC(Cc2cnc[nH]2)C(=O)O)cc1 (configuration not stated)
→ 5.9	97.7
23) CCc1c(C)[nH]c2ccc(C)cc2c1=O
→ -6.0	86.6
24) CC1CN(C(=O)c2cccc(C(=O)N3CC(C)OC(C)C3)c2)CC(C)O1 (configuration not stated)
→ 4.3	108.7
25) O=C1S/C(=C\c2cc3c(cc2Br)OCO3)C(=O)N1c1ccccc1
→ -7.0	.
26) CC(=O)c1ccc(NC(=O)c2cc(S(=O)(=O)N3CCOCC3)ccc2Cl)cc1
→ 7.5	.
27) CCCCN(CCCC)CCNC(=O)Cc1nc2c(c(=O)[nH]c(=O)n2C)n1C
→ 10.4	120.9
28) CCOC(=O)c1c(NC(=O)c2cccnc2)sc(C)c1C
→ 3.8	.
29) COc1ccc(-c2nc(=S)c3c(n2-c2ccccc2)CCCC3)cc1
→ 4.3	.
30) Cc1cc(C)nc(NS(=O)(=O)c2ccc(NC(=O)c3ccco3)cc2)n1
→ 7.5&-2.1	89.0
31) COc1cccc(C2/C(=C(\O)c3ccc([N+](=O)[O-])cc3)C(=O)C(=O)N2CCCCCC(=O)O)c1 (configuration not stated)
→ -3.8	.
32) COc1cc(CCC(=O)OCC(=O)Nc2ncc(Cl)cc2Cl)cc(OC)c1OC
→ -2.7	54.4
33) O=C(c1ccccc1)c1ccc(Oc2ncccn2)cc1
→ 5.2	109.8
34) CCOC(=O)C(Cc1c(F)cccc1F)(NC(C)=O)C(=O)OCC
→ -4.6	87.0
35) O=C(Nc1ccc(-c2nc3cc(Cl)ccc3o2)cc1)c1ccc(Cl)c([N+](=O)[O-])c1
→ .	101.2
36) Cc1cc(C)c2cc(CN(Cc3cccs3)Cc3nnnn3CC3CCCO3)c(=O)[nH]c2c1 (configuration not stated)
→ 8.4	73.9
37) Cc1ccc(NC(=O)CSc2nnc(CNC(=O)c3c(F)cccc3Cl)o2)cc1
→ -0.3	120.5
38) COc1ccccc1N/N=C(/C#N)C(N)=S
→ -13.7	.
39) O=C(NCCN1CCOCC1)c1cccc(I)c1
→ 9.6	.
40) O=C(CCCN1C(=O)/C(=C/c2ccccc2)SC1=S)Nc1nccs1
→ 4.6	.
41) CCOC(=O)Cc1csc(NC(=O)c2ccc([N+](=O)[O-])o2)n1
→ 4.1	.
42) CCCCOC(=O)c1cccc(NC(=S)NC(=O)c2ccccc2Cl)c1
→ 9.6	.
43) CCC(C)Nc1c(N)c(=O)oc2ccccc12 (configuration not stated)
→ .	125.2
44) Cc1ccccc1CCNC(=O)C1CCN(S(=O)(=O)c2ccc(-n3cnnn3)cc2)CC1
→ 5.9	102.2
45) CCOc1ccc(NC(=O)C2CCN(S(=O)(=O)c3c(C)n[nH]c3C)CC2)cc1
→ 3.7	106.2
46) CSc1nsc(SCC(=O)Nc2c(C)n(C)n(-c3ccccc3)c2=O)n1
→ -11.2	74.0
47) CC(C)COC(=O)C(C)Nc1n[nH]c(=O)[nH]c1=O (configuration not stated)
→ -5.1	.
48) CC(C)C(NC(=O)c1ccccc1)C(=O)OCC(=O)Nc1ccc(S(N)(=O)=O)cc1 (configuration not stated)
→ 4.5	.
49) COc1cc(/C(C)=N/N2CCN(Cc3ccc(C)cc3)CC2)ccc1O
→ -17.7	.
50) CC1SC(=NC(=O)c2ccco2)NC1=O (configuration not stated)
→ 4.4	95.2
51) NS(=O)(=O)c1cccc(NC(=O)c2cccc3ccccc23)c1
→ 5.4	.
52) CCCCOc1ccc(/C=N\Nc2cc(-n3nc(C)cc3C)nc(C)n2)cc1
→ 5.6	.
53) O=C(COc1ccc2ccc(=O)oc2c1)c1ccc(Cl)cc1
→ -13.3	.
54) COc1cccc(-n2c(SCC(=O)NCCC3=CCCCC3)nc3n[nH]c(C)c3c2=N)c1
→ .	77.6
55) O=C(Nc1c[nH]c(=O)[nH]c1=O)c1ccc2c(c1)C(=O)N(C1CCCCC1)C2=O
→ .	85.1
56) CCOC1CCCCC1NS(=O)(=O)c1ccc(Cl)cc1 (configuration not stated)
→ 3.7	104.8
57) O=C(/C=C/c1ccccc1)NC(=S)Nc1ccc(Br)cc1
→ 5.5	.
58) Cc1ccc(CN2CCN(N=Cc3ccccc3[N+](=O)[O-])CC2)c(C)c1
→ -0.5	.
59) Cc1ccc(C)c(CSc2nnc(-c3ccccn3)n2N)c1
→ 4.3	102.5
60) CCCCN(Cc1cc2cc(OC)ccc2[nH]c1=O)C(=O)c1ccco1
→ 11.3	.

# Following part
# Below each compound – HePTP inh	BAP1 inh
61) OC1(c2ccc(F)cc2)CCN(Cc2nnnn2Cc2cccs2)CC1
→ 3.8	104.5
62) CC(=O)N(C)c1ccc(N2CCCCC2)c2c1C(=O)c1ccccc1C2=O
→ 2.5	.
63) CCC(C)[C@@H](C(=O)Nc1ccc2c(c1)OCO2)N1Cc2ccccc2C1=O (some centres not stated)
→ 6.4	92.6
64) COC(=O)C(NC(C)=O)(Nc1sc2c(c1C(N)=O)CCCC2)C(F)(F)F (configuration not stated)
→ .	191.4
65) COCC(=O)Nc1ccc(F)cc1F
→ 12.5	.
66) CCCN(CCC)CCCNC(=O)c1ccc2c(c1)N(CC)C(=O)c1ccccc1S2=O (configuration not stated)
→ 3.2	117.2
67) COc1ccc(/C(N)=N/OC(=O)c2ccccc2F)cc1
→ 2.7	.
68) CCCCNC(=O)C1CC(=O)N(c2ccc(CC)cc2)C1 (configuration not stated)
→ -13.0	.
69) COc1ccc(/C(C)=N\N2CCN(Cc3ccc(C)cc3)CC2)cc1
→ -7.3	.
70) CCn1c(Cn2nnc(-c3ccccc3)n2)nnc1SCC(=O)Nc1cccc(C)c1C
→ 4.0	105.9
71) Cc1ccc(C(=O)OCC(=O)N2CC(=O)Nc3ccccc32)s1
→ 2.3	.
72) COC(=O)c1ccc2c(=O)n(C3CCCCC3)c(SCC#N)nc2c1
→ 1.7	56.0
73) COc1ccc(C(=O)Nc2ccccc2)cc1NC(=O)c1c(OC)cccc1OC
→ -0.9	.
74) CCCc1ccc(-c2ccc(C(=O)Nc3ccc(C(=O)OC)cc3)cc2)nc1
→ .	69.0
75) Cc1cc(Nc2cccc(F)c2)n2nc(C)nc2n1
→ -4.1	99.4

# More compounds
no.	canonical_smiles	HePTP inh	BAP1 inh
76	CCOC(=O)N1CCN(c2cc(=O)n(-c3cccc(Br)c3)c(=O)[nH]2)CC1	-3.5	84.8
77	CN(C)c1ccc(NC(=O)COc2ccc3ccccc3c2)cc1	-12.2	.
78	CCOCCc1nnc(NC(=O)c2cccc(F)c2)s1	5.9	97.0
79	O=C(Nc1cccc(NC(=O)c2ccc(-c3cccc(Br)c3)o2)c1)c1ccco1	5.8	.
80	Cc1cccc(C2=N/C(=C\c3ccc(OS(=O)(=O)c4ccccc4)cc3)C(=O)O2)c1	11.9	.
81	Cn1c(SCC(=O)NCc2ccc3c(c2)OCO3)nnc1C1COc2ccccc2O1 (configuration not stated)	9.5	98.4
82	Cc1ccc(-c2cc(-c3ccc4c(c3)OCO4)c(C#N)c(N)n2)o1	9.3	317.2
83	COc1ccc(N2C(=O)/C(=C\C(Br)=C\c3ccccc3)SC2=S)cc1	9.5	.
84	Cc1cc(O)ccc1N=Cc1c(C)[nH]n(-c2ccccc2)c1=O	4.3	.
85	COc1ccc2c(=O)c(Oc3ccccc3Br)c(C(F)(F)F)oc2c1	4.4	.
86	O=C(CSc1nc2ccccc2c(=O)n1NC(=O)Cc1ccccc1)NCc1ccco1	5.5	95.1
87	O=C(CCCN1C(=O)c2ccccc2C1=O)Nc1ccccc1C(=O)N1CCOCC1	-3.4&6.0	87.6
88	CCOC(=O)CNc1c(-c2ccc(Cl)cc2)nc2cnccn12	3.6	74.3
89	CC1=C(C(=O)OCCOc2ccccc2)C(c2ccccc2)NC(=O)N1 (configuration not stated)	.	124.0
90	O=C(Nc1ccc(Cl)cn1)c1ccccc1-c1ccccc1	4.0	.
91	O=C(/C=C/c1ccc(-c2cccc(Cl)c2)o1)c1cccs1	8.9	.
92	CN(c1ccccc1C(=O)Nc1cccnc1)S(C)(=O)=O	5.5	100.8
93	CC(=O)c1ccc(NC(=O)c2cc3nc(-c4ccc([N+](=O)[O-])cc4)cc(C(F)(F)F)n3n2)cc1	-10.8	.
94	CCOC(=O)CNS(=O)(=O)c1c(C)cc(C)cc1C	-15.7	.
95	Cc1nnc(NC2=NCCC2)s1	-6.4	93.8
96	CC(=O)Nc1ccc(S(=O)(=O)NC(C)=O)cc1	-10.9	.
97	O=C(NNS(=O)(=O)c1ccc2ccccc2c1)c1cccc(Cl)c1	1.5	.
98	Cc1noc(C)c1S(=O)(=O)N(CC(=O)N1CCn2c1nc1ccccc12)c1ccc(C(C)C)cc1	0.7	52.2
99	COc1ccc2occ(C(=O)c3ccc([N+](=O)[O-])cc3)c2c1	3.8	.
100	CCCc1cc(C(=O)Nc2sc3c(c2C(=O)OCC)CCCC3)no1	1.7	106.7
101	O=C1C=C(Nc2cccc(O)c2)CC(c2ccco2)C1 (configuration not stated)	6.2	.
102	NC(=O)N=Nc1c(O)[nH]c2ccccc12	-5.7	.
103	O=C(Nc1ccccc1)c1ccccc1N=Cc1ccc(C=Nc2ccccc2C(=O)Nc2ccccc2)cc1	8.4	.
104	CCc1ccccc1N1C[C@@]23C=C[C@@H](O2)C(C(=O)OCC(C)C)[C@H]3C1=O (some centres not stated)	4.9	92.8
105	COC(=O)C1=C(C)N(C)C(C)=C(C(=O)OC)C1c1cc(OC)ccc1OC	18.0	.
106	COc1ccc(C2CC(c3ccc(C)o3)=NN2C(C)=O)cc1 (configuration not stated)	3.9	.
107	Cc1c(N=C/C=C/c2ccccc2)c(=O)n(-c2ccccc2)n1C	9.6	111.6
108	O=C1SC(Nc2ccc(Br)cc2)C(=O)N1c1ccccc1 (configuration not stated)	-5.0	.
109	Cc1cc(Cl)ccc1OC(C)C(=O)Nc1cc(Cl)ccc1Cl (configuration not stated)	6.8	.
110	CCOC(=O)C1C(=O)CC(C)(O)C(C(=O)OCC)C1c1ccco1 (configuration not stated)	5.0	86.2
111	O=C(CCn1c(=S)[nH]c2cc3c(cc2c1=O)OCO3)N1CCN(C2CCCCC2)CC1	-2.6	98.0
112	CC(C)c1ccc(OC(=O)CCN2C(=O)c3ccccc3C2=O)cc1	-4.2	.
113	COC(=O)c1[nH]c(C)c(/C(O)=C2\C(=O)C(=O)N(CCN(C)C)C2c2cccc(OC)c2OC)c1C (configuration not stated)	2.2	91.0
114	C(=N\c1nc2ccccc2[nH]1)/c1cccs1	7.0	89.8
115	Cc1cccc(NC(=O)c2ccccc2N)c1C	8.2	.
116	CN=C(Nc1ccc(F)cc1)SC1CC(=O)N(c2ccccc2F)C1=O (configuration not stated)	-5.1	.
117	Cc1ccc(CN2CCN(N=Cc3sccc3C)CC2)c(C)c1	-3.4	.
118	Cc1cccc(NC(=S)NC(=O)c2ccco2)c1	1.0	.
119	CC(=O)c1cccc(NC2=C(Cl)C(=O)c3c(Cl)c(Cl)c(Cl)c(Cl)c32)c1	12.8	.
120	O=C(CCN1C(=O)c2ccncc2C1=O)NCc1ccc(Cl)cc1	4.0	95.5
121	COc1cccc(NC2=CC(=O)CC(c3ccccc3)C2)c1 (configuration not stated)	-1.1	.
